# KAT2A inh: inhibitors of human GCN5L2 histone acetyltransferase; hit rate 0.21% among 390,000; GCN5L2 HAT assay, ThioGlo1 CoA-SH fluorescence; Potency, µM (series often up to 58.9 µM), without a hit: at the highest dose activity change, negative = inhibition, most hits filed as inhibitors; Q92830; AID 504327
# Target sequence (Q92830 whole entry, looked up): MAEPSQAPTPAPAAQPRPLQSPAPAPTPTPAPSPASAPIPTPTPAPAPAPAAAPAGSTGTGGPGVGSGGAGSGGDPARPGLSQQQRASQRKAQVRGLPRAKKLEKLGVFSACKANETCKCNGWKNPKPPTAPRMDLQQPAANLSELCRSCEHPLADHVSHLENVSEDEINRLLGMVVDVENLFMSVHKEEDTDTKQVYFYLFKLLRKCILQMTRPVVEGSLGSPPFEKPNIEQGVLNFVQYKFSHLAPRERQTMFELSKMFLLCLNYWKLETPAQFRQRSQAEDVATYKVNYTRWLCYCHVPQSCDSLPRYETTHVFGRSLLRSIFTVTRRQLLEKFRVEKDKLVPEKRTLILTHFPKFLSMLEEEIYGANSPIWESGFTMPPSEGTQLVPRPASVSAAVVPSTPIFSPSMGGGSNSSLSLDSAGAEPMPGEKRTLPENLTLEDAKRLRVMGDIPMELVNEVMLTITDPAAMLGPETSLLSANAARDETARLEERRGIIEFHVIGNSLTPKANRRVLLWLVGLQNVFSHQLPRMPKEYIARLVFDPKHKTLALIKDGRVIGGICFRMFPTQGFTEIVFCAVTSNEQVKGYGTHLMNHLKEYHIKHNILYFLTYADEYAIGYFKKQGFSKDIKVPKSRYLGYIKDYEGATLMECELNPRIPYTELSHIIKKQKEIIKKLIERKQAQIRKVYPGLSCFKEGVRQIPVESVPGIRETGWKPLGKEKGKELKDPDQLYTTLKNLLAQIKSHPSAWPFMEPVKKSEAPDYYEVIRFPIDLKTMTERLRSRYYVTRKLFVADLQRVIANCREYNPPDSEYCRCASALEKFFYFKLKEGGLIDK
#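 qHTS, 1536-well. 20nM enzyme, pH 7.5 HEPES/EDTA/Tween-20 buffer; 15 min compound preinc., RT. Start: 75uM H3(1-25), 70uM AcCoA, 50uM ThioGlo1. Read Ex340/Em540 at t=0 (autofluorescence flag) and t=20 min.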
# TDP1 cell CPT: DT40-hTDP1 cell growth loss with CPT; chicken DT40 Tdp1-/-;hTDP1 cells + 20 nM CPT, ATP luminescence, 48 h; hit rate 12% among 420,000; AID 686979; Potency, µM (highest dose often 46.2 µM), inactives show at the highest dose activity change, negative = growth inhibition, actives largely listed as inhibitors; also: nearly all actives have a fitted effect of over 55% in size
#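 Chicken DT40 Tdp1-/- cells complemented with human TDP1, 400 cells/well, exposed to compounds plus 20 nM camptothecin for at least 48 h at 37 C; viability read as ATP content by CellTiter-Glo luminescence.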
# DT40 TDP1 no CPT: qHTS for Inhibitors of human tyrosyl-DNA phosphodiesterase 1 (TDP1): qHTS in cells in absence of CPT; DT40 Tdp1-/- hTDP1 cells, no CPT, ATP luminescence, 48 h; Potency, µM (titrated, usually from 46.2 µM), inactives show top-dose activity change, negative = growth inhibition, actives largely listed as inhibitors; hit rate 15% among 420,000; also: nearly all actives have a fitted effect of over 55% in size
#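 Stably hTDP1-transfected Tdp1-null chicken DT40 cells were treated with library compounds minus camptothecin and grown for at least 48 hr at 37 °C, after which cellular ATP was quantified by luminescence.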
# The depositor's hits bear a star; ? = inconclusive; · = no result given. Calls follow the shape of the dose curve; as a rule, active = well fitted curve in the direction sought with a large enough effect; inconclusive = small, poorly fitted or top-dose-only effect, or another doubt; inactive = no such curve, though single readings can be large; an effect the other way counts as inactive or inconclusive. % is scaled to controls: 0 for no effect and ±100 for the full control effect; potency is read from the fitted curve at half-maximal effect. An unsorted share of the library; overall some 18% were active at least once.
SMILES,KAT2A inh,TDP1 cell CPT,DT40 TDP1 no CPT
Cc1nc(-c2ccccn2)sc1C(=O)Nc1ccc(F)cc1,?,?,-5%
CC(=O)c1ccc(NC(=O)COC(=O)C2CCN(S(=O)(=O)c3cccs3)CC2)cc1,-23%,-9%,6%
COc1ccccc1NC(=O)CCSc1nc(C)cs1,2%,-6%,-23%
Oc1ccc(/C=N/NC(=S)Nc2cccnc2)c(O)c1O,-9%,9.2µM*,15µM*
CCOC(=O)C1=C(COC(=O)/C=C/c2cccc(Br)c2)NC(=O)NC1C (configuration not stated),-4%,-19%,-1%
CC(=O)c1ccc(NC(=O)c2sc(-n3nc(C)c(Cc4ccc5c(c4)OCO5)c3C)nc2C)cc1,-18%,16µM*,16µM*
Cc1ccc2c(c1)-c1nc(-c3ccc4c(c3)NC(=O)CO4)cc(-c3ccc(F)cc3)c1CO2,-5%,5.8µM*,4.6µM*
O=c1[nH]c2ccccc2n2c(=S)[nH]nc12,-8%,-12%,-10%
O=C(COC(=O)C1CCN(S(=O)(=O)c2cccc3cccnc23)CC1)c1ccccc1,-8%,-10%,-1%
CCOc1ccc(N2CC(C(=O)Nc3ccc(S(=O)(=O)N4CCOCC4)cc3)CC2=O)cc1 (configuration not stated),0%,-3%,-8%
CCOC(=O)c1cc(-c2ccco2)nc2c1c(C)nn2CCC#N,-12%,?,?
CN1C(=O)/C(=C/C=C2\SCCN2C)OC1=S,-5%,8%,-19%
Cc1cc(C)c2nc(-c3ccccn3)cc(C(=O)NCc3ccc(S(N)(=O)=O)cc3)c2c1,-6%,?,?
C=C(C)c1cccc(C(C)(C)NC(=O)Nc2ccc(C)cn2)c1,-6%,18µM*,18µM*
CC(Cc1cccnc1)NC(=O)CCc1nnc(-c2ccccc2)o1 (configuration not stated),?,9%,-3%
CCOC(=O)C1(CCOc2ccccc2)CCN(Cc2nccn2CC)CC1,-4%,?,?
COCC(=O)Nc1ccc([N+](=O)[O-])cc1C,-6%,6%,-2%
Cn1c(N)cc(=O)[nH]c1=S,·,-1%,-3%
Cc1ccc(NCN2C(=O)C3CC=CCC3C2=O)cc1 (configuration not stated),-1%,-2%,-21%
CCOC(=O)C1(Cc2ccccc2)C(=O)Nc2ccccc21 (configuration not stated),·,-1%,-8%

# Some of the entries above, set out differently:
canonical_smiles | KAT2A inh | TDP1 cell CPT | DT40 TDP1 no CPT
Cn1c(N)cc(=O)[nH]c1=S | · | -1% | -3%
CCOC(=O)c1cc(-c2ccco2)nc2c1c(C)nn2CCC#N | -12% | ? | ?
CN1C(=O)/C(=C/C=C2\SCCN2C)OC1=S | -5% | 8% | -19%

# Next section:
SMILES,KAT2A inh,TDP1 cell CPT,DT40 TDP1 no CPT
COc1ccc(NS(=O)(=O)c2ccc(-c3coc(C)n3)cc2)cc1OC,0%,4.1µM*,2.1µM*
O=C(COc1ccccc1[N+](=O)[O-])NCCC1=CCCCC1,-18%,?,?
CCCCN(C(=O)c1ccccc1OCc1ccc(F)cc1)c1c(N)n(CCC)c(=O)[nH]c1=O,-12%,18µM*,?
COc1ccc(NC(=O)CN(C)C(=O)c2cn(-c3ccccc3)nc2-c2cccnc2)cc1,1%,-26%,?
CCOc1ccc(C(=O)NCC(=O)OCC(=O)N2CCCCC2)cc1,0%,0%,-7%
CC1(C(=O)Nc2cccc(C#N)c2)CCN1C(=O)Cc1ccc(-c2ccccc2)cc1 (configuration not stated),·,4.1µM*,2.6µM*
CNC(=S)Nc1cccc(S(=O)(=O)NC2=NCCC2)c1,1%,12%,14%
O=C(c1cccc(C(=O)N2CCN(c3ccccc3)CC2)c1)N1CCN(c2ccccc2)CC1,-3%,?,15µM*
CC1(C)C(OC(=O)CCC(=O)O)CC[C@]2(C)C1CC[C@@]1(C)C2C(=O)C=C2[C@@H]3C[C@@](C)(C(=O)O)CC[C@]3(C)CCC21C (some centres not stated),18%,13%,2%
COc1ccccc1-c1oc2ccccc2c1C#CCCCCO,-5%,?,?
O=C(Nc1ccc(Cn2cccn2)cc1)c1ccc(COc2ccc(Br)cc2)cc1,-6%,-19%,-19%
NC(=O)c1ccc(NC(=O)COC(=O)CC23CC4CC(CC(Br)(C4)C2)C3)cc1,-4%,-2%,-15%
Cn1cccc1C(=O)N1CCC2(CCCN(C(=O)Nc3cccc(F)c3)C2)CC1,-3%,3%,?
CSc1ccccc1OCc1cc(C(=O)NC2CCOC(C)(C)C2)no1 (configuration not stated),-2%,?,?
CC1Oc2ccc(C#N)cc2N(Cc2ccccc2OC(F)(F)F)C1=O (configuration not stated),·,-18%,-25%
C1=CC2CC1CC2CN1CCN(c2ccccc2)CC1 (configuration not stated),-6%,-20%,2%
COc1ccc(-c2csc(C(C)(NC(C)=O)c3ccccc3)n2)cc1 (configuration not stated),·,?,16µM*
C#CCOCCOCCOCCNc1nc(N2CCN(C(=O)[C@H](CCCCN)n3cc(CN)nn3)CC2)nc(N2CCN(C(=O)[C@H](CCC(=O)O)n3cc([C@@H](N)[C@H](C)CC)nn3)CC2)n1,3%,2%,-9%
CCOc1ccc(-c2nc(CSCC(=O)NCC3CCCO3)c(C)o2)cc1 (configuration not stated),-5%,-25%,-10%
C=CCNC(=O)c1cnn2c1NC(=C)C=C2C,·,10%,1%

# Part of the list above in order of number of heavy atoms, smallest number first:
SMILES,KAT2A inh,TDP1 cell CPT,DT40 TDP1 no CPT
C=CCNC(=O)c1cnn2c1NC(=C)C=C2C,·,10%,1%
COc1ccc(-c2csc(C(C)(NC(C)=O)c3ccccc3)n2)cc1 (configuration not stated),·,?,16µM*
CSc1ccccc1OCc1cc(C(=O)NC2CCOC(C)(C)C2)no1 (configuration not stated),-2%,?,?
NC(=O)c1ccc(NC(=O)COC(=O)CC23CC4CC(CC(Br)(C4)C2)C3)cc1,-4%,-2%,-15%

# Further records
SMILES,KAT2A inh,TDP1 cell CPT,DT40 TDP1 no CPT
Cc1ccc(-n2nc(C(=O)Nc3ccc(F)cc3F)c3c4ccccc4n(C)c3c2=O)cc1,-4%,-7%,9%
CC(NC(=O)COC(=O)c1ccccc1O)C1CC2CCC1C2 (configuration not stated),-1%,?,?
Cc1c(NC(=O)c2ccc(N(C)S(=O)(=O)c3ccccc3)cc2)c(=O)n(-c2ccccc2)n1C,-10%,-13%,-18%
O=C(NC1CC1)c1cccc(Oc2ccccc2)c1,-2%,4%,-19%
CC(=O)Nc1nc2ccccc2n1Cc1ccccc1,-8%,?,?
Cc1ccc(NC(=O)CC2SC3=NCCCN3C2=O)c(C)c1 (configuration not stated),-1%,9.2µM*,16µM*
CC1(C)Cc2nc3sc(C(=O)NCCO)c(N)c3cc2CO1,-6%,0%,?
O=C(CN1C(=O)NC2(CCCCC2)C1=O)Nc1cccc2ncccc12,-6%,?,-17%
C/C=C/Cn1c(SCc2ccc(Cl)cc2)nc2c1c(=O)[nH]c(=O)n2C,-3%,18µM*,23µM*
Cc1cc(OC(C)C(=O)NCCN2CCOCC2)c2c(C)c(C)c(=O)oc2c1 (configuration not stated),-10%,-1%,2%
COc1cccc(C2/C(=C(\O)c3ccc4c(c3)OCO4)C(=O)C(=O)N2CCN(C)C)c1OC (configuration not stated),-9%,-6%,-3%
COc1ccc(-n2nc(C(=O)NCC(=O)NC(C)C)c3ccccc3c2=O)cc1,49%,5%,-9%
CC(=O)CSc1nc2nccnc2[nH]1,·,0%,2%
O=C(c1ccc(CS(=O)c2ccccc2Cl)o1)N1CCN(c2cccc(C(F)(F)F)c2)CC1 (configuration not stated),-4%,0.65µM*,0.52µM*
Cc1cc(C)cc(Oc2nn[nH]n2)c1,-3%,-4%,-3%
CC(=O)c1nn(-c2ccc(C(F)(F)F)cc2)c(=O)[nH]c1=O,-1%,19%,-17%
CCOc1ncccc1C(=O)NNC(=O)c1cccc(S(=O)(=O)Nc2ccc(OC)cc2)c1,-5%,?,-30%
CC(=O)NC(Cc1c[nH]c2ccccc12)C(=O)N1CCc2ccccc2C1 (configuration not stated),2%,-21%,-14%
Cc1ccc(NC(=O)CO/N=C/c2ccccc2C)c(C)c1,-3%,2%,?
CCN(CC)S(=O)(=O)c1ccc(NC(=O)c2nn(C)c3c2CSc2ccccc2-3)cc1,-3%,?,18µM*

# Individual results from the entries so far.
# `O=C(COC(=O)C1CCN(S(=O)(=O)c2cccc3cccnc23)CC1)c1ccccc1` | TDP1 cell CPT = -10%
# `Oc1ccc(/C=N/NC(=S)Nc2cccnc2)c(O)c1O` | DT40 TDP1 no CPT = 15µM*
# `CSc1ccccc1OCc1cc(C(=O)NC2CCOC(C)(C)C2)no1` (configuration not stated) | KAT2A inh = -2%
# `Cc1cc(C)cc(Oc2nn[nH]n2)c1` | TDP1 cell CPT = -4%
# `CC(=O)CSc1nc2nccnc2[nH]1` | TDP1 cell CPT = 0%
# `CCOc1ccc(N2CC(C(=O)Nc3ccc(S(=O)(=O)N4CCOCC4)cc3)CC2=O)cc1` (configuration not stated) | TDP1 cell CPT = -3%

# Next part.
SMILES,KAT2A inh,TDP1 cell CPT,DT40 TDP1 no CPT
Fc1ccc(Nc2ccc(-c3ccc(F)cc3)nn2)cc1,3%,-6%,?
O=C(C[n+]1ccncc1Cl)c1ccc(F)cc1,·,1%,-25%
O=C(O)c1ccc(CNS(=O)(=O)c2ccc3ccccc3c2)cc1,-6%,2%,-17%
COc1ccc(-c2nc(CS(=O)CC(=O)NCc3ccc(F)cc3)c(C)o2)cc1 (configuration not stated),1%,?,-5%
COc1cccc(-c2oc3c(c2C(=O)OCCN2CCCCC2)C(O)CCC3)c1 (configuration not stated),·,?,?
Cc1cccc(CNC(=O)c2ccc(NC(=O)N3CCSc4ncccc43)cc2)c1,3%,-7%,-35%
NC(Cc1ccc(C(F)(F)F)cc1)c1csc(Nc2cnccn2)n1 (configuration not stated),·,6.5µM*,5.8µM*
CNC(CC(C)C)C(=O)NC1C(=O)NC(CC(N)=O)C(=O)NC2C(=O)NC3C(=O)NC(C(=O)NC(C(=O)O)c4cc(O)cc(O)c4-c4cc3ccc4O)C(O)c3ccc(c(Cl)c3)Oc3cc2cc(c3OC2OC(CO)C(O)C(O)C2OC2C[C@](C)(N)C(O)C(C)O2)Oc2ccc(cc2Cl)C1O (some centres not stated),0%,-8%,-9%
COc1ccc(C(=O)N(Cc2ccco2)Cc2cccs2)c(O)c1,-2%,-12%,-6%
CCN(C[C@H]1N[C@@](CC)(C(=O)OC)[C@H]2C(=O)N(Cc3ccccc3)C(=O)[C@@H]12)C(=O)COc1ccccc1,-6%,?,?
O=c1[nH]c(C2CCN(S(=O)(=O)c3ccccc3)CC2)nc2c1nnn2Cc1ccccc1,-2%,21µM*,?
Cn1c(=O)[nH]c(=O)c2c1nc(N1CCNCC1)n2Cc1ccccc1,3%,-22%,-18%
CCn1ccc(C(=O)Oc2ccc(Cl)cc2)n1,-11%,-1%,-1%
COc1ccc(CC(=O)N2CCc3cc(OC)c(OC)cc3C2COc2cc(C)cc(C)c2)cc1OC (configuration not stated),0%,18µM*,18µM*
CN(Cc1ccccc1)C(=O)c1nc[nH]c1C(=O)N1CCc2ccccc2C1,0%,?,?
COC(=O)[C@]12CCCCC=C1N(CCc1ccc(OC)c(OC)c1)C(=O)[C@H](CC(=O)N1CCC(c3ccccc3)CC1)C2,·,8.2µM*,8.2µM*
CCN(C(=O)CSc1nc(N)cc(=O)[nH]1)c1c(N)n(Cc2ccccc2)c(=O)[nH]c1=O,-6%,-7%,-23%
Cc1occc1-c1n[nH]c(=S)n1-c1ccccc1,0%,-8%,0%
CCOc1ccc(NC(=O)CN2CCN(CC(=O)Nc3ccc(OC)cc3OC)CC2)cc1,-6%,?,?
CC(C(=O)Nc1ccc(C#N)cc1)N1CCN(C(=O)C2CC2)CC1 (configuration not stated),-2%,-24%,-27%
CCN(CC(O)COc1ccc(OCC(O)CN(CC)C2CCCCC2)cc1)C1CCCCC1 (configuration not stated),·,?,?
C[C@H](CO)N1C[C@H](C)[C@@H](CN(C)Cc2ccccc2F)Oc2ncc(Br)cc2C1=O,·,-7%,-19%
CCOC(=O)c1cccc(N2C(=O)C3C(C(=O)NC4CC4)C4(C)C=CC3(O4)C2C(=O)NC(C)(C)C)c1 (configuration not stated),-3%,1%,-13%
COc1ccc(C(=O)Nc2nc(-c3cccs3)c(NC(C)=O)s2)cc1,-4%,-4%,-9%
COc1cccc(C2C(C(=O)Nc3ccccc3)=C(C)Nc3nc(-c4ccccc4)nn32)c1 (configuration not stated),-9%,?,?
Cc1c(Cc2ccccc2)c(=O)oc2cc(OCC(=O)NC(Cc3ccc(Cl)cc3)C(=O)O)ccc12 (configuration not stated),?,0%,1%
Brc1ccc2c(c1)C(C1=NCCN1)c1ccccc1CS2 (configuration not stated),0%,7.3µM*,5.8µM*
COc1cc(N2CCC(O)CC2)ccc1Nc1nnc(Cl)c(Nc2ccccc2S(C)(=O)=O)n1,·,21µM*,16µM*
COc1ccc(OC)c2sc(NC(=O)c3cccc(N4C(=O)CCC4=O)c3)nc12,-16%,-7%,-10%

# Bioassay records deposited in PubChem BioAssay by National Center for Advancing Translational Sciences (NCATS).
